Screening results: PubChem, several laboratories
human PMI inhibition: inhibitors of human PMI, primary screen, biochemical, fluorescence intensity, coupled assay (AID 1209); purified PMI enzyme, coupled fluorescence intensity; higher % means a stronger effect; one-dose inhibition, % at 20 µM; IC50 in µM for titrated hits; 0.42% of 190,000 active;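 also: plate controls were DMSO vehicle for no effect and wells lacking substrate for full effect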
Ins promoter up: MIN6 insulin promoter up-regulation. MIN6 insulin promoter-GFP reporter, high-content imaging; stronger effect = higher value. z-score at 5 µM. 0.3% of 190,000 active. AID 1625;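 active = z-score above 3 at 5 µM with at least 500 cells counted in the well; inconclusive = wells under 500 cells, flagged as cytotoxic or low count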
ER stress rescue: protection against thapsigargin-triggered cell killing – 384-well, CSM14.1, ATP luminescence, primary screen (AID 1222); cellular ATP content (survival), % at 20 µM; hits with a dose series show EC50 in µM; 190,000 tested, under 10 active; CSM14.1 thapsigargin-induced death rescue, ATP luminescence; higher % means a stronger effect;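 active = EC50 below 50 µM in the dose-response confirmation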;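 also: death triggered by thapsigargin at about 15 µM added after 2 h compound pretreatment; cell ATP read after overnight thapsigargin exposure of roughly 18 to 22 hours; normalized against plate controls of thapsigargin alone and 5% DMSO vehicle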
SV40 large T antigen: SV40 large T antigen inhibitors, biochemical (AID 1903) | SV40 large T antigen ATPase/helicase inhibition assay; higher % means a stronger effect | one-dose inhibition, % at 20 µM; IC50 in µM for titrated hits | 0.39% of 310,000 active; in the data active = a potency from the dose series; inconclusive = inhibition mostly from about 32% at the one dose, without a potency; inactive = the rest, 99 in 100 with inhibition below about 32%; also: strong numbers were not always called active
PhoP inhibition: PhoP-dependent GFP reporter repression – Salmonella Typhimurium, primary screen (AID 1863); S. Typhimurium PhoP-regulated promoter GFP reporter, 4 h; higher % means a stronger effect; 0.16% of 300,000 active; one-dose inhibition, % at 50 µM; IC50 in µM for titrated hits;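 active = inhibition over 29.93%, a cutoff 3 SD above the screen mean, later confirmed by dose response; inconclusive = inhibition over 29.93% but no dose response follow-up; inactive = inhibition at most 29.93% or unconfirmed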;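 also: 0% = low Mg2+ inducing control and 100% = high Mg2+ repressing control; strong numbers were not always called active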
human PMI inhibitors: human PMI inhibitors, high substrate, primary screen, biochemical, fluorescence intensity, high mannose 6-phosphate (AID 1220); recombinant PMI enzyme, coupled fluorescence intensity; higher % means a stronger effect; inhibition, % at 20 µM, or IC50 in µM where a hit was titrated; 0.66% of 190,000 active
TNAP activators: stimulation of alkaline phosphatase TNAP activity – biochemical, luminescent, no phosphate acceptor, uHTS, primary screen (AID 1001); 0.03% of 200,000 active; activation fold at 20 µM, or EC50 in µM where a hit was titrated; purified TNAP, luminescent activation assay, no phosphate acceptor; higher activation fold means a stronger effect; in the data active = activation fold from about 3, or a potency from the dose series; inactive = the rest, 99 in 100 with activation fold below about 1.6; also: many of its hits are not listed in these tables
RSV CPE inhibition: RSV antiviral activity via CPE protection, HEp-2 cells, primary 10 µM value included (AID 2391); CPE inhibition, % at 10 µM, or IC50 in µM where a hit was titrated; 0.13% of 310,000 active; HEp-2 cells, RSV-induced CPE inhibition; higher % means a stronger effect; in the data active = a potency from the dose series; inconclusive = CPE inhibition mostly from about 23% at the one dose, without a potency; inactive = the rest, 99 in 100 with CPE inhibition below about 21%; also: strong numbers were not always called active
West Nile antiviral: inhibition of WNV-induced cytopathic effect – cell-based, CPE readout (AID 1621); CPE inhibition, % at 10 µM, or IC50 in µM where a hit was titrated; West Nile virus-infected cells, CPE inhibition; higher % means a stronger effect; 0.02% of 290,000 active; in the data active = a potency from the dose series; inconclusive = CPE inhibition mostly from about 3.7% at the one dose, without a potency; inactive = the rest, 99 in 100 with CPE inhibition below about 2.2%; also: strong numbers were not always called active
Ins promoter up cell count: second read-out of Ins promoter up, no call of its own (marks repeat the call); cell count; measured here: cytotoxicity, nuclei count;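 total cells summed across four imaged fields per well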
* = called active by the depositor; ? = inconclusive; nt = no result given. Rule as the data show it, unless noted: active = inhibition above about 50%; inactive = the rest. No enrichment for hits; about 1.5% have a hit in one of these screens.

SMILES	human PMI inhibition	Ins promoter up	Ins promoter up cell count	ER stress rescue	SV40 large T antigen	PhoP inhibition	human PMI inhibitors	TNAP activators	RSV CPE inhibition	West Nile antiviral
CCCn1c(N)c(C(=O)CSc2nnc(Cc3ccccc3)o2)c(=O)n(C)c1=O	8%	0.74	944	-2.7%	-6%	-9%	14%	1.3	3.8%	-1.5%
Cc1ccccc1C(=O)NC1CCN(C(=O)Nc2ccccc2Cl)CC1	7%	0.27	1322	-2.3%	17%	2%	3%	1.1	5.1%	0.9%
O=C(COC(=O)COc1ccccc1Cc1ccccc1)Nc1cccnc1Cl	-3%	0.7	1366	-4.3%	10%	-7%	-2%	1	1.2%	-0.1%
Cc1ccc(C)c(NC(=S)c2nc3ccccc3s2)c1	10%	-0.16	1198	-2.4%	11%	2%	0%	1.1	0.3%	-0.6%
O=C(CSc1nnc2ccccn12)c1ccccc1	6%	-1.5	1563	nt	-1%	11%	-2%	1.1	4.5%	0.1%
CCOc1ccc2nc(N/C(N)=N/C(=S)Nc3cccc(OC)c3)nc(C)c2c1	nt	-2.8	934	nt	10%	-8%	nt	nt	nt	0.0%
CCC(C)c1ccccc1OCCCCN1CCCC1 (stereo not given)	-9%	-0.41	1330	-0.4%	10%	-5%	-5%	1.1	-0.9%	-1.3%
CCOc1ccc(/C=N/N2C(C)CCCC2C)cc1 (stereo not given)	nt	nt	nt	nt	10%	3%	nt	nt	2.3%	0.3%
COc1ccc(OC)c(/C=N/NC(=O)CNC(=O)c2ccc(S(=O)(=O)N3CCCC3)cc2)c1	-12%	0.18	1105	nt	6%	1%	-20%	1	-0.9%	-0.1%
O=C(c1ccc(COc2c(F)c(F)c(F)c(F)c2F)o1)N1CCN(Cc2ccc3c(c2)OCO3)CC1	-23%	-1.1	808	1.4%	0%	7%	-21%	1	2.6%	-1.4%
COCCNC(=O)C(c1ccc(C)o1)N(C(=O)Cn1nnc2ccccc21)c1ccccc1 (stereo not given)	10%	0.18	1432	0.8%	5%	-4%	6%	1.1	2.4%	0.8%
CN(Cc1ccccc1)C(=O)c1cccc(NC(=O)c2ccco2)c1	12%	0.37	1244	0.7%	2%	-4%	9%	1.1	3.3%	-0.3%
COc1ccc(Cn2nnnc2C(c2cc3cc(C)cc(C)c3[nH]c2=O)N2CCOCC2)cc1 (stereo not given)	-20%	0.46	1155	nt	2%	-7%	-44%	1	2.9%	0.3%
O=C(/C=C/c1ccncc1)c1ccc(NC(=O)c2ccccc2F)cc1	0%	-0.27	1303	3.7%	-2%	-11%	-1%	1.1	-0.9%	?
O=C(/C=C/c1cccs1)Nc1ccc(Br)cn1	13%	1	974	-2.3%	13%	8%	2%	1.1	-2.2%	-0.6%
COc1ccc(C(=O)NCCCNC(=O)c2ccco2)cc1OC	nt	nt	nt	nt	-1%	-3%	nt	nt	-0.4%	0.2%
c1ccc(-c2nnc(CSc3nnc(-c4ccncc4)n3Cc3ccco3)o2)cc1	-8%	-0.86	803	4.6%	15%	0%	-3%	1.1	6.4%	nt
O=C(Cn1ncc2c3ccccc3n(Cc3cccc(Cl)c3)c2c1=O)NCc1ccccn1	nt	nt	nt	nt	6%	-14%	nt	nt	9.7%	-0.1%
COc1ccc(NC(=O)c2c(C(F)(F)F)nn(C)c2SCc2ccccc2Cl)cc1	20%	nt	nt	3.6%	15%	-5%	16%	1.1	6.2%	-0.5%
O=C(NCCOc1ccccc1)c1n[nH]c(=O)c2ccccc12	2%	nt	nt	nt	-1%	2%	-5%	1.1	0.1%	0.1%
Cc1nc2ccccc2c(=O)n1/N=C/c1cccs1	-9%	-0.3	1220	nt	24%	-3%	-8%	0.9	9.9%	0.1%
COc1ccc(C(=O)N[C@H](C(=O)Nc2nc3c(s2)CCCC3)C(C)C)cc1	7%	-0.6	1171	0.5%	11%	-3%	7%	1	9.7%	-1.3%
O=C(Nc1ccccc1Br)C1CCCN1S(=O)(=O)c1cccc2nsnc12 (stereo not given)	nt	nt	nt	nt	6%	-6%	nt	nt	38%	-1.1%
Cc1cc(=O)oc2cc(OCC(=O)OC(C)C(=O)NC3CCCC3)ccc12 (stereo not given)	-13%	-0.02	1113	nt	-8%	-3%	-5%	1	0.8%	0.0%
C/C=C(/C)C(=O)Nc1cccc(C2=NOC3(C2)C[C@@H](C(N)=O)N(C(=O)[C@H]2CCC(=O)N2)C3)c1 (stereo not given in full)	nt	-0.8	1083	nt	14%	6%	nt	nt	-0.9%	0.7%
SMILES	human PMI inhibition	Ins promoter up	Ins promoter up cell count	ER stress rescue	SV40 large T antigen	PhoP inhibition	human PMI inhibitors	TNAP activators	RSV CPE inhibition	West Nile antiviral
N#Cc1ccc(Oc2ccc(C(N)=O)cc2)cc1C#N	0%	1.1	999	-1.1%	6%	5%	0%	1.1	2.9%	-0.3%
COc1ccc(N(CC(=O)NC2CCCCC2)C(=O)c2ccc(C)s2)c(OC)c1	nt	nt	nt	nt	8%	-2%	nt	nt	11µM*	-0.7%
CS(=O)(=O)N1CCC(C(=O)NCc2ccco2)CC1	-4%	0.36	1233	-1.5%	7%	-8%	-8%	1.1	0.3%	-0.4%
O=C(c1cc2ccccc2oc1=O)N(Cc1ccc2c(c1)OCO2)Cc1ccco1	0%	-0.25	1039	1.6%	3%	14%	4%	1.1	3.2%	-0.5%
CCn1c(C)nc2cc(C(=O)NNS(=O)(=O)c3c(C)c(C)cc(C)c3C)ccc21	-5%	nt	nt	-1.7%	-2%	-2%	-8%	1.1	3.5%	1.3%
CC(=O)Nc1ccc2nc(NC(=O)CN3CCOCC3)sc2c1	nt	nt	nt	nt	8%	-3%	nt	nt	1.7%	0.2%
COCCCNC(=O)C1=CCN(S(=O)(=O)c2ccc(OC)cc2)CC1	nt	nt	nt	nt	5%	-4%	nt	nt	0.5%	-0.2%
COc1cc(NC(=O)CSc2nncn2C)cc(OC)c1OC	6%	-0.17	1584	0.6%	-2%	4%	5%	1.1	-0.1%	0.3%
CC(=O)Nc1ccc(S(=O)(=O)NCc2ccc(C(=O)NCCCN3CCC(C)CC3)cc2)cc1	nt	nt	nt	nt	8%	-2%	nt	nt	-0.4%	0.1%
N#CC1=C(N)SC(N)=C(C#N)C1c1ccc([N+](=O)[O-])cc1	20%	0.04	1577	1.0%	5%	31%	36%	1.3	2.2%	-0.4%
Cc1cc(C)cc(NC(=O)NCc2nnc(SCc3ccccc3)n2C)c1	8%	-0.17	992	-0.3%	8%	-5%	10%	1.2	3.9%	-0.3%
COCCCN1C(=O)C(=O)/C(=C(/O)c2ccc(S(=O)(=O)N3CCOCC3)cc2)C1c1ccc(OC)cc1 (stereo not given)	nt	nt	nt	nt	17%	7%	nt	nt	1.5%	0.2%
Cc1[nH][nH]c(=O)c1C(c1ccc(-c2ccc(Cl)c(C(=O)O)c2)o1)c1c(C)[nH][nH]c1=O	1%	0.27	1185	2.4%	6%	20%	-4%	0.9	nt	0.2%
Oc1ccc(C[C@H]2CNC(=S)N2CCc2cc(C(F)(F)F)cc(C(F)(F)F)c2)cc1	17%	0.7	1407	-1.6%	10%	8%	10%	1	31%	-1.1%
CC(=O)Nc1cccc(C(=O)Nc2nc(C)cs2)c1	-7%	0.98	1256	nt	-17%	4%	-11%	1.1	1.4%	0.3%
O=C(Cn1nc(C(F)(F)F)c2c1CCCC2)NCCN1CCOCC1	12%	0.5	1296	nt	5%	-5%	16%	1.1	6.2%	-0.1%
O=C(NC1CCC(CC2CCC(NC(=O)C(Cl)Cl)CC2)CC1)C(Cl)Cl (stereo not given)	nt	nt	nt	nt	10%	5%	nt	nt	0.8%	-1.5%
COc1cccc(-c2cc(C(=O)N/N=C/c3ccc(OC)c(COC(C)=O)c3)c3ccccc3n2)c1	14%	nt	nt	-5.0%	3%	18%	6%	1	14%	0.0%
Cc1cccc(NC(=S)NC(=O)/C=C/c2ccco2)n1	5%	nt	nt	-1.8%	27%	-6%	6%	1.1	6.9%	0.1%
CCCCCCCCOC(=O)c1ccc(N)cc1	10%	nt	nt	-3.0%	23%	4%	5%	1	4.9%	-0.9%
CC(C)(C)n1nc2c(c1NC(=O)Cc1cccc3ccccc13)CS(=O)(=O)C2	-8%	-0.4	1197	nt	2%	-9%	15%	1.2	0.6%	-0.8%
CCOC(=O)c1c(N)sc2c1CCC1C(=O)N(C3CCCCC3)C(=O)C21 (stereo not given)	45%	0.12	1277	nt	12%	-8%	19%	1.2	9.8%	-0.2%
CC1CCN(C(=O)c2ccc(NS(=O)(=O)c3ccccc3)cc2)CC1	nt	nt	nt	nt	5%	0%	nt	nt	1.3%	-0.2%
Cc1nnc2c(NC3CCCC3)nc3ccccc3n12	-6%	-0.12	1337	-0.3%	-22%	8%	-7%	1	-1.5%	-0.6%
Cc1cc(C)c(NC(=O)CN)c(C)c1	-1%	-0.25	1620	-0.3%	5%	0%	-2%	1.1	1.1%	-0.3%
CCOc1ccc(NC(=O)NC(C)CC)cc1 (stereo not given)	-4%	1.1	1326	-1.1%	-3%	-8%	5%	1	1.5%	-0.5%
Cc1cc(NC(=O)c2cccs2)n(-c2nc3ccccc3[nH]2)n1	0%	0.07	1541	-0.1%	9%	-4%	3%	1.2	1.5%	0.4%
COc1ccc(/C=N/NC(=O)c2ccc(OC)c(OC)c2)cc1COc1c(F)c(F)c(F)c(F)c1F	nt	nt	nt	nt	2%	0%	nt	nt	3.4%	-0.8%

In another format: entries from further up.
Results follow in this order: human PMI inhibition, Ins promoter up, Ins promoter up cell count, ER stress rescue, SV40 large T antigen, PhoP inhibition, human PMI inhibitors, TNAP activators, RSV CPE inhibition, West Nile antiviral
> CCCCCCCCOC(=O)c1ccc(N)cc1
→ 10%, nt, nt, -3.0%, 23%, 4%, 5%, 1, 4.9%, -0.9%
> CC(C)(C)n1nc2c(c1NC(=O)Cc1cccc3ccccc13)CS(=O)(=O)C2
→ -8%, -0.4, 1197, nt, 2%, -9%, 15%, 1.2, 0.6%, -0.8%
> CCOC(=O)c1c(N)sc2c1CCC1C(=O)N(C3CCCCC3)C(=O)C21 (stereo not given)
→ 45%, 0.12, 1277, nt, 12%, -8%, 19%, 1.2, 9.8%, -0.2%
> CC1CCN(C(=O)c2ccc(NS(=O)(=O)c3ccccc3)cc2)CC1
→ nt, nt, nt, nt, 5%, 0%, nt, nt, 1.3%, -0.2%
> Cc1nnc2c(NC3CCCC3)nc3ccccc3n12
→ -6%, -0.12, 1337, -0.3%, -22%, 8%, -7%, 1, -1.5%, -0.6%
> Cc1cc(C)c(NC(=O)CN)c(C)c1
→ -1%, -0.25, 1620, -0.3%, 5%, 0%, -2%, 1.1, 1.1%, -0.3%
